Screening results from PubChem BioAssay.
PHOSPHO1 block – inhibitors of human PHOSPHO1 phosphatase | Q8TCT1 | recombinant PHOSPHO1, absorbance phosphatase assay | inhibition, % at 13.3 µM | actives 1.1% (n = 290,000); in the data active = inhibition above about 60%
M4 PAM – potentiates acetylcholine response at human M4 receptor; actives 0.4% (n = 360,000); activation, % at 3 µM; AID 624126; P08173; CHO-K1 hM4/Gqi5, Fluo-8 calcium fluorescence, ACh EC20; 0% = ACh EC20, 100% = maximal ACh;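 active = activation above its plate's cutoff, the mean activation of sample wells plus 3 SD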; note: some results filed as inactive read as strong as hits
Target sequence (P08173 whole entry, looked up): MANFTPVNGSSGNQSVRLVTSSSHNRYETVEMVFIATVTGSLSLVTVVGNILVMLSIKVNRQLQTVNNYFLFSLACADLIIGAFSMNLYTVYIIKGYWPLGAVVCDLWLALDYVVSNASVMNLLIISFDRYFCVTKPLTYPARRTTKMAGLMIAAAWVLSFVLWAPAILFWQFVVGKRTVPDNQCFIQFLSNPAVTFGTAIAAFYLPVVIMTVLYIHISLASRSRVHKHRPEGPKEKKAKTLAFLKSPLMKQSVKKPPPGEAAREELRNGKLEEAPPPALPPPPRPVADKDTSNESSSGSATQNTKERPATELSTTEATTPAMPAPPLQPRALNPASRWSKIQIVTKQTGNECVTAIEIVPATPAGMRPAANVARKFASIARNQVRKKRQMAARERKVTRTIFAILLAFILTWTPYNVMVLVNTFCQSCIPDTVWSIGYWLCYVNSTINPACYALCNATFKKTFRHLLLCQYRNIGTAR
CRFBP-R2 agonist – CRF-BP/CRF-R2 complex agonism; HEK293 CRF-R2/CRF-BP, calcium dye fluorescence (FLIPR); percent of saturating CRF peptide response; activation, % at 13.2 µM; actives 0.46% (n = 350,000); AID 588473;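 active = activation of at least 50%, plus an integration ratio under a set limit after plate pattern correction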;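 note: plate controls were neutral control wells without compound for no effect and CRF at EC100 for full effect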
MEKK3 PB1 HTS – raises or lowers MEK5 binding to the human MEKK3 PB1 domain | actives 1.4% (n = 290,000) | binding response (% of control), % at 10 µM | Q99759 | bead-based flow cytometry, Alexa488-MEK5 binding to MEKK3; actives lie on both sides; 0 = blocked by unlabeled MEK5, 100 = vehicle | AID 1529;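 active = binding response more than 3 SD above or below the average of its plate-row segment, actives on both sides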;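 note: Alexa488 bead fluorescence after subtracting the streptavidin-only scavenger bead signal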
Target sequence (Q99759 whole entry, looked up, the tested form may be a part): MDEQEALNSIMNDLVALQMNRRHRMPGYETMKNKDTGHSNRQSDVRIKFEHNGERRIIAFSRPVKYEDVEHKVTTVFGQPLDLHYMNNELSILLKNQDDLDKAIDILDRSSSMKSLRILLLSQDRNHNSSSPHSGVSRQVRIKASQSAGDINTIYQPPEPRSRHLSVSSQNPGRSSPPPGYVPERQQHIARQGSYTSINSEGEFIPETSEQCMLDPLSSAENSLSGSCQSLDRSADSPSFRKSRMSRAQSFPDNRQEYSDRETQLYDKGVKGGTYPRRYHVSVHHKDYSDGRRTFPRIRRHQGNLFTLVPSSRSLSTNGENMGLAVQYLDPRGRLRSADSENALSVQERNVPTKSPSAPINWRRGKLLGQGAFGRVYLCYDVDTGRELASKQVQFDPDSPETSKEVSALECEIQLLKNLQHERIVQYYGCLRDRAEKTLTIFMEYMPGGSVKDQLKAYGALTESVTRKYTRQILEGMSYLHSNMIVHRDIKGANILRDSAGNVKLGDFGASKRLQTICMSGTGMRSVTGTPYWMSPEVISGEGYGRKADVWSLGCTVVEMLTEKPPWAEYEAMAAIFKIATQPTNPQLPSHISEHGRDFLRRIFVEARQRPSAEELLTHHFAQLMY
GalR3 antagonist – antagonists of human GalR3 | HEK293 GalR3-CNG cAMP membrane potential fluorescence; galR3 body fused to GalR1 C-terminus | inhibition, % at 3 µM | actives 0.44% (n = 360,000);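 active = inhibition above the screen-wide average plus 3 SD, cut at about 13% in these data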;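 note: forskolin and galanin both at EC90 stimulate the cells; cAMP rise reported by CNG channel membrane potential dye signal; 0% = forskolin plus galanin with DMSO and 100% = forskolin alone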
CRFR2-BP antag – blocks CRF-induced signaling of the CRF-BP/CRF-R2 complex | HEK293 CRF-R2/CRF-BP, CRF-induced calcium fluorescence | inhibition, % at 11.8 µM | actives 0.59% (n = 350,000) | AID 588475;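 active = inhibition of the ligand-induced calcium signal above about 50% at the single tested concentration, limit read from the data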
IDE cell inh – inhibitors of human insulin-degrading enzyme in cells; HEK cells, FAbetaB cleavage, fluorescence polarization; inhibition, % at 5.59 µM; actives 0.41% (n = 320,000); AID 434962;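 active = percent inhibition above the average of all tested compounds plus 3 SD, set per screening campaign, cut at about 16% in these data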;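 note: IDE supplied by intact live HEK cells; FP after avidin binding of uncleaved biotin substrate so inhibition keeps polarization high; 0% = DMSO wells and 100% = 60 µM reference IDE inhibitor Ii1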
IDE act – boosts human insulin-degrading enzyme activity in HEK cells; P14735; FAbeta-B cleavage, fluorescence polarization; 0% vehicle, 100% cell-free pure enzyme wells; actives 0.073% (n = 340,000); activation, % at 5.96 µM;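 active = activation above the mean of all tested compounds plus 3 SD, set per screening campaign, cut at about 17% in these data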
p-CIP stab down – lowers stability of the mouse p/CIP coactivator protein; F442A p/CIP-EGFP cells, EGFP fluorescence, 16 h; Q05BA5; AID 1984; actives 0.01% (n = 290,000); decrease of EGFP signal, % at 10 µM;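 active = EGFP signal decrease of at least 30% at 10 µM or well 3 SD below plate mean, unless failing retest; inactive = the rest, including hits failing retest or dose response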; note: some compounds called inactive have numbers as strong as hits; many of its hits are not listed in these tables
* = called active by the depositor; . = not tested or not shown.

SMILES | PHOSPHO1 block | M4 PAM | CRFBP-R2 agonist | MEKK3 PB1 HTS | GalR3 antagonist | CRFR2-BP antag | IDE cell inh | IDE act | p-CIP stab down
CCOc1ccc(C(=O)NCC(=O)NC(C)c2ccc(-n3ccnc3)cc2)cc1OCC (configuration not stated) | 28 | 8 | 0.6 | 98 | 0 | -8 | 1 | 6 | 0
CCOC(=O)C(CCCCOc1ccc([N+](=O)[O-])cc1)C(=O)OCC | 36 | 8 | -4.2 | 109 | . | 62* | 1 | -6 | -2
O=C(Nc1cccc(Cl)c1)C1CCCN(c2cnccn2)C1 (configuration not stated) | 24 | 1 | -0.4 | 103 | 3 | -6 | 5 | -1 | -2
COc1ccc2oc(C(=O)OC/C(O)=C(\C#N)c3nc4ccccc4[nH]3)c(C)c2c1 | 15 | -4 | 2.4 | 83 | -8 | -14 | -5 | 4 | 0
Cc1ccc(CNC(=O)c2ccc(N3CCC4(CC3)CC(c3ccccc3)=NO4)c(NC(=O)c3ccccc3)c2)cc1 | . | 6 | -0.3 | . | 1 | 8 | 2 | 3 | .
COc1cc(C(C(=O)NC2CCCCC2)N(Cc2ccco2)C(=O)c2cnccn2)cc(OC)c1OC (configuration not stated) | 15 | 4 | 0.9 | 106 | 0 | -6 | -2 | -3 | -10
COc1ccc(/C=C/c2nc3ccccc3c(=O)n2-c2cccc(C(=O)O)c2)cc1 | 24 | -3 | 1.7 | 112 | -11 | 0 | 4 | 0 | 1
O=S(=O)(Nc1nc2ccccc2nc1NCC1CCCO1)c1ccc(F)cc1 (configuration not stated) | -1 | 2 | -0.7 | 88 | 0 | 6 | 3 | 3 | -7
COc1ccc(NS(=O)(=O)c2ccc(N3CCCCC3)c(NC(=O)C(C)NC(N)=O)c2)cc1 (configuration not stated) | . | 3 | 0.6 | . | -5 | 3 | 0 | 3 | .
O=S(=O)(NCc1cccc(C(F)(F)F)c1)NCc1ccccc1F | 12 | -3 | 0.8 | 99 | -2 | 16 | 1 | -4 | -8
O=C(O)CCC(=O)Nc1ccc(N2CCCCC2)c(C(=O)O)c1 | -19 | 1 | 1.4 | 85 | -3 | 19 | 0 | 2 | 0
N#Cc1c(N)nc(SCc2ccccc2)c(C#N)c1-c1ccco1 | 13 | 1 | 0.7 | 100 | -6 | -24 | -4 | 2 | -32
O=C(CCN1C(=O)/C(=C/c2ccccc2Cl)SC1=S)N1CCCC1 | 36 | 10 | 0.8 | 98 | 10 | 0 | 3 | 0 | -6
CCOC(=O)c1nnn(CC(=O)NC(=O)Nc2ccc(F)cc2)c1C(=O)OCC | -23 | -4 | 3.8 | 107 | -5 | -3 | 1 | 5 | -2
Cc1cnc(NS(=O)(=O)c2ccccc2)c(C)n1 | 31 | 10 | 5.0 | 107 | -9 | 4 | 0 | -2 | -5
COc1ccccc1CNC(=S)Nc1ccc(S(N)(=O)=O)cc1 | 11 | 10 | -0.5 | 99 | . | -6 | 6 | -6 | 1
COC(=O)C1CCN(c2cnccn2)CC1 | 27 | -1 | -1.4 | 89 | -4 | -10 | 2 | 5 | 11
CC(C)(C)c1nnc(NC(=O)Cc2ccccc2[N+](=O)[O-])s1 | 38 | -1 | -1.8 | 97 | -3 | 5 | 5 | 4 | -1
Cc1ccc(C(=O)CSc2nc3c([nH]2)c(=O)n(C)c(=O)n3C)cc1 | -10 | 13 | -0.9 | 96 | -5 | 12 | 8 | -4 | 6
Cc1cc(F)ccc1NC(=O)C1CCN(S(=O)(=O)c2ccc3c(c2)CCCC(=O)N3)CC1 | 38 | -3 | 1.3 | 99 | -1 | 2 | -2 | -1 | -11
COCC(C)OC(=O)c1c(N)n(CC(C)C)c2nc3ccccc3nc12 (configuration not stated) | 15 | 7 | -4.8 | 104 | -5 | -19 | 4 | -4 | -14
COC(=O)C1CCCCN1C(=O)c1cccc(OC2CCN(C(=O)C3CC3)CC2)c1 (configuration not stated) | -14 | -2 | 2.1 | 102 | 5 | -1 | 5 | 4 | -3
CC(=O)N1c2ccc(S(=O)(=O)NCCC(=O)Nc3ccc(C)c(Cl)c3)cc2CC1C (configuration not stated) | 45 | -6 | -1.2 | 99 | -6 | -12 | 4 | -6 | -4
CCOC(=O)c1cc(-c2cccs2)[nH]n1 | 27 | 27 | -1.4 | 99 | -2 | 9 | -4 | 1 | -5
CN(C(=O)COC(=O)c1cc(S(=O)(=O)N2CCOCC2)c(Cl)cc1Cl)C1CCS(=O)(=O)C1 (configuration not stated) | 43 | -4 | -3.6 | 88 | -1 | -15 | 1 | -2 | -20
Cn1c(-c2ccsc2)c(-c2cccs2)c2cc(Br)ccc21 | . | -1 | -1.0 | . | -2 | 9 | -2 | 1 | .
CCCCC(=O)Nc1ccccc1C(=O)N1CCOCC1 | -8 | 3 | -0.1 | 105 | -3 | 9 | 0 | 5 | 16
CN(CC(=O)Nc1ccc(F)cc1)C(=O)COC(=O)COc1ccc(C#N)cc1 | . | 5 | -0.6 | . | -5 | 16 | -8 | 3 | .
Cn1cncc1C#Cc1ccc2cc(C(C)(C)O)oc(=O)c2c1 | . | 5 | -1.6 | . | 7 | -4 | 2 | -4 | .
O=C(Nc1ccccc1O)c1ccccc1O | -16 | 4 | 17 | 95 | 0 | 47 | -10 | 3 | -8

Molecules listed so far that contain an aryl thioether with sulfur outside any ring, in the order listed:
SMILES | PHOSPHO1 block | M4 PAM | CRFBP-R2 agonist | MEKK3 PB1 HTS | GalR3 antagonist | CRFR2-BP antag | IDE cell inh | IDE act | p-CIP stab down
N#Cc1c(N)nc(SCc2ccccc2)c(C#N)c1-c1ccco1 | 13 | 1 | 0.7 | 100 | -6 | -24 | -4 | 2 | -32
Cc1ccc(C(=O)CSc2nc3c([nH]2)c(=O)n(C)c(=O)n3C)cc1 | -10 | 13 | -0.9 | 96 | -5 | 12 | 8 | -4 | 6

Following part:
SMILES | PHOSPHO1 block | M4 PAM | CRFBP-R2 agonist | MEKK3 PB1 HTS | GalR3 antagonist | CRFR2-BP antag | IDE cell inh | IDE act | p-CIP stab down
COc1ccc(CC(=O)NCCS(=O)(=O)N2CCN(c3ccccc3)CC2)cc1 | . | 6 | -1.8 | . | -3 | 0 | 8 | -2 | .
Cc1ccc(S(=O)(=O)c2nc(S(C)(=O)=O)sc2N2CCC(C(N)=O)CC2)cc1 | 34 | 2 | -0.6 | 93 | 0 | -12 | 0 | 1 | -1
Cc1ccnc(N2C(=O)c3ccc([N+](=O)[O-])cc3C2=O)c1 | 29 | 4 | . | 105 | -11 | . | 5 | 3 | -2
CC(C)CC(NC(=O)CNC(=O)C1O[C@@H]2OC(C)(C)O[C@@H]2[C@H]2OC(C)(C)O[C@@H]12)C(=O)O (some centres not stated) | -7 | 0 | -0.8 | 97 | -4 | 12 | -2 | 1 | 5
CCOc1ccc(NC(=O)CN2CC(c3ccccc3)CC2=O)cc1 (configuration not stated) | -6 | 6 | -0.3 | 98 | 5 | -2 | -5 | 2 | 1
CNCCCNC(=O)c1ccc(/C=N/O)nc1 | -4 | -11 | 2.2 | 99 | 0 | -11 | 7 | 2 | 18
CN(Cc1nc2ccccc2[nH]1)C(=O)C1CCC(=O)N(CCc2cccc(F)c2)C1 (configuration not stated) | 33 | -2 | -1.0 | 104 | -3 | 4 | -3 | 3 | 0
C#CCOCCOCCOCCNc1nc(N2CCN(C(=O)[C@H]([C@@H](C)CC)n3cc([C@@H](N)Cc4ccc(O)cc4)nn3)CC2)nc(N2CCN(C(=O)[C@H](CCCCN)n3cc([C@@H](N)C(C)CC)nn3)CC2)n1 (some centres not stated) | 36 | 5 | 0.0 | 117 | . | -3 | 1 | -2 | -9
CCCCNc1ccc2c(c1)C1CC2CCN1C(=O)OCc1ccccc1 (configuration not stated) | . | -11 | 0.7 | . | -8 | 12 | . | 3 | .
Cc1ccc(-c2csc3nc4cc(C(N)=O)ccc4c(=O)n23)cc1 | 11 | 6 | -1.9 | 94 | 0 | 1 | 0 | 6 | -18
COc1ccc(C(=O)N/C(=C\c2cn(S(=O)(=O)N(C)C)c3ccccc23)C(=O)N2CCN(C)CC2)cc1 | 24 | -2 | -0.7 | 95 | 0 | -5 | 7 | 2 | 0
COc1ccc(N(CC(=O)N2CCN(c3ccc(Cl)cc3)CC2)S(=O)(=O)c2c(C)n[nH]c2C)cc1 | -2 | -2 | -1.3 | 110 | -2 | -1 | 18* | -16 | 8
O=C(CCNC(=O)C1CCN(S(=O)(=O)c2ccccc2)CC1)Nc1cccc(C(F)(F)F)c1 | 12 | 2 | -1.1 | 103 | 3 | -12 | 13 | -12 | -18
COc1cc(OC)c(C2CC(=O)N3CN(c4ccccc4C)CSC3=C2C#N)cc1OC (configuration not stated) | 11 | . | . | 102 | -1 | . | 9 | . | -10
COc1ccccc1NC(=O)C/C(C)=N/NC(=O)COc1c(Br)cc(Br)cc1OC | 32 | 9 | -2.3 | 102 | 0 | -13 | 2 | 5 | 4
O=C(Oc1cccc2cccnc12)c1cccc([N+](=O)[O-])c1 | 52 | 4 | -2.1 | 102 | -7 | 4 | 1 | 10 | -4
CC(C)Nc1ncnc2ccc(Br)cc12 | -11 | -6 | -1.1 | 92 | -5 | -15 | -4 | -1 | -9
O=C(NCc1ccccc1Cl)C1CCCO1 (configuration not stated) | -11 | -2 | -0.1 | 94 | -4 | -3 | 1 | 5 | -9
Cc1ccc2c(C)nc(Nc3nc(CSc4nnnn4-c4ccccc4)cc(=O)[nH]3)nc2c1 | 22 | 6 | 1.2 | . | -3 | 14 | 1 | 4 | -2
O=S(=O)(c1cccc(Cl)c1)N1CN(CC2CCCO2)c2nc3ccccc3nc21 (configuration not stated) | 30 | -2 | 2.2 | 99 | 2 | 15 | -2 | 5 | 0
Clc1cccc(CN2CCSCC2)c1Cl | 24 | 3 | -1.2 | 105 | -9 | 0 | . | -4 | -11
CC1(C)Cc2ccccc2C(NNC(=O)c2ccc(Br)o2)=N1 | 30 | 4 | -6.7 | 101 | -2 | 9 | -1 | 3 | -3
COC(CNC(=O)c1ccc2c3c(onc13)-c1ccccc1C2=O)OC | 36 | -2 | 41 | 94 | -1 | -8 | -1 | -4 | -18
Cc1ccc(C(=O)NC2CC(C)(C)NC(C)(C)C2)cc1 | -18 | -4 | -1.0 | 99 | -8 | -26 | 3 | 6 | 10
Cc1ccc(NC(=S)NCCc2ccccc2)nc1 | -127 | 5 | 1.2 | 96 | -4 | -25 | 2 | 8 | -12
COC(=O)c1cccc(NC(=O)CSc2nnc(C)n2Cc2ccccc2)c1 | 18 | 4 | 1.5 | 94 | -3 | -2 | 0 | -1 | 1
NS(=O)(=O)c1cccc(NC(=O)c2cccc(Oc3ccccc3)c2)c1 | 35 | -7 | -1.3 | 102 | -10 | 3 | -2 | 3 | -2
O=C(c1ccccc1F)N1CCCC(N2CCN(Cc3ccc4c(c3)OCO4)CC2)C1 (configuration not stated) | . | 3 | -0.9 | . | -7 | 6 | . | . | .
C/C(=N\NC(=O)c1ccccn1)c1ccc(C(=O)O)s1 | 37 | . | . | 96 | -4 | . | -7 | . | -3
CC1C2CC(C/C2=N/NC(=O)c2cccs2)C1(C)C (configuration not stated) | -36 | 2 | 1.5 | 95 | -2 | -23 | -2 | 1 | 4

A few values from the results shown:
MEKK3 PB1 HTS with Clc1cccc(CN2CCSCC2)c1Cl = 105
PHOSPHO1 block with C/C(=N\NC(=O)c1ccccn1)c1ccc(C(=O)O)s1 = 37
CRFR2-BP antag with Cc1ccc(C(=O)NC2CC(C)(C)NC(C)(C)C2)cc1 = -26

Rows are unselected; any-hit rate near 4.2%.
